Compound activity (PubChem)
HCMV antiviral: human cytomegalovirus inhibition; AID 1259415; hit rate 4.5% among 410,000; HFF cells, HCMV-luciferase reporter, 72 h; active compounds read low; activity change, negative = inhibition, % at 57.5 µM; in the data active = activity change below about -60%; inconclusive = no clear call, values can overlap the other calls; inactive = above about -39%; also: % is scaled to controls: 0 for no effect and ±100 for the full control effect
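Screen run at 2 compound doses on HFFs infected with reporter HCMV, MOI 1 PFU/cell. Luciferase activity from cell lysates at 72 h post infection gave inhibition relative to buffer-only and Salinomycin wells.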
Cycloheximide cs: counter-screen for Shiga toxin inhibitors: cycloheximide protein synthesis inhibition. cell reporter, cycloheximide protein synthesis inhibition counterscreen. max response, %. hit rate 12% among 300,000. AID 2314; in the data active = max response mostly above about 13%, no sharp cut-off; inactive = mostly below about 14%; also: read at 38.3 µM for the half of the compounds with a filed dose; 0% is about no effect
AmpC inh detg: AmpC beta-lactamase inhibition with detergent present. P00811. AmpC hydrolysis of nitrocefin, absorbance 480 nm, 0.01% Triton. Potency, µM (series often up to 114 µM), inactives show top-dose activity change, negative = inhibition, hits mostly inhibitors. hit rate 0.041% among 370,000;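 also: potency is read from the fitted curve at half-maximal effect; 0% = no-compound wells and -100% = no-enzyme wells; nearly all actives have a fitted effect of over 25% in size; some results filed as inactive show a strong effect at the top dose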
Target sequence (P00811 whole entry, looked up): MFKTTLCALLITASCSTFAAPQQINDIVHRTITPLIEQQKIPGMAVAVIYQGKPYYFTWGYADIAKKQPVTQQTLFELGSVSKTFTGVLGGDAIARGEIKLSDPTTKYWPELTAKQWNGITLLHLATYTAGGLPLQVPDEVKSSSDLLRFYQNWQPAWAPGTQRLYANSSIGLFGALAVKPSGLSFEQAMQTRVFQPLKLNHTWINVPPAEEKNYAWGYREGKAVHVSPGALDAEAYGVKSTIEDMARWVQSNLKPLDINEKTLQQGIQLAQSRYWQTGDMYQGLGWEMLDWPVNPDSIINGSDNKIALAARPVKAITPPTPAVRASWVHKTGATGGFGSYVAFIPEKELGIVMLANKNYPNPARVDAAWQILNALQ
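AmpC (5.3 nM in the dispensed reagent) in 20 mM phosphate pH 7.0 with 0.01% (detergent screen) or 0.0001% Triton X-100 was preincubated with compounds for 15 min at room temperature. Nitrocefin was then added from an 800 uM solution, and hydrolysis was followed at 480 nm.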
Shiga toxin inh: blocks Shiga toxin action in Vero cells; AID 2315; Vero cells, Shiga toxin protein synthesis inhibition reporter; inhibition, % at 38.7 µM; hit rate 9.2% among 290,000; in the data active = inhibition mostly above about 28%, no sharp cut-off; inactive = mostly below about 43%; also: 0% is about no effect
FBPA Giardia inh: inhibitors of Giardia lamblia fructose-1,6-bisphosphate aldolase | purified Giardia FBPA | Potency, µM (highest dose often 59.6 µM), for the others: at the top dose activity, negative = inhibition, most hits filed as inhibitors | AID 2451 | hit rate 0.71% among 290,000; also: potency is read from the fitted curve at half-maximal effect; % is scaled to controls: 0 for no effect and ±100 for the full control effect; nearly all actives have a fitted effect of over 55% in size
Target sequence (A8B2U2 whole entry, looked up): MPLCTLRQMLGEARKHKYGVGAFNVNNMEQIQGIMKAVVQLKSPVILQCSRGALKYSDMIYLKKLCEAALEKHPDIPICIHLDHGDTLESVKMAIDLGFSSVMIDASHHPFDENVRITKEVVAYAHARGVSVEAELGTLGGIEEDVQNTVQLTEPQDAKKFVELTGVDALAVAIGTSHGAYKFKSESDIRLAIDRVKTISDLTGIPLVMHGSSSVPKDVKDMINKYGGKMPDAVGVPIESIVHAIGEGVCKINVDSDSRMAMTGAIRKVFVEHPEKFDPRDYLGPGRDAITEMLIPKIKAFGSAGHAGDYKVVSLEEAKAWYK
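Giardia FBPA (40 nM reagent) was preincubated 10 min at RT with compound (up to 57.5 uM final), then substrate plus GAPDH/TPI/NAD/arsenate coupling system with diaphorase/resazurin was added; resorufin fluorescence (525/598 nm) was read after 20 min.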
AMA1 RON2 block: disrupts binding of P. falciparum AMA1 to RON2. AlphaScreen AMA1-biotinylated RON2 peptide binding. Potency, µM (highest dose often 58.2 µM), for inactives: at the top dose activity change, negative = inhibition, actives largely listed as inhibitors. hit rate 0.2% among 360,000;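 also: potency is read from the fitted curve at half-maximal effect; 0% = vehicle wells and -100% = peptide control; nearly all actives have a fitted effect of over 45% in size; some results filed as inactive show a strong effect at the top dose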
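AMA1 (3D7) with his tag at 25 nM final met compounds first, then biotinylated RON2 peptide at 25 nM; detection used donor plus acceptor beads, 10 µg/mL apiece, read by AlphaScreen after 30 min at room temperature.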
AmpC no deterg: inhibitors of E. coli AmpC beta-lactamase without detergent; P00811; AID 485341; hit rate 0.52% among 330,000; AmpC nitrocefin hydrolysis, absorbance 480 nm, 0.0001% Triton; Potency, µM (top dose mostly 57.1 µM), without a hit: at the highest dose activity change, negative = inhibition, usual class: inhibitors;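 also: potency is read from the fitted curve at half-maximal effect; plate controls were no compound for no effect and no enzyme for full effect; nearly all actives have a fitted effect of over 20% in size; some results filed as inactive show a strong effect at the top dose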
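AmpC (5.3 nM in the dispensed reagent) in 20 mM phosphate pH 7.0 with 0.01% (detergent screen) or 0.0001% Triton X-100 was preincubated with compounds for 15 min at room temperature. Nitrocefin was then added from an 800 uM solution, and hydrolysis was followed at 480 nm.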
* hit, by the source's call; ? = inconclusive; nt = no result given; & = joins results of further samples; [ ] = another dose, or the depositor's remark. Unless noted, calls follow the shape of the dose curve; as a rule, active = well fitted curve in the direction sought with a large enough effect; inconclusive = small, poorly fitted or top-dose-only effect, or another doubt; inactive = no such curve, though single readings can be large; an effect the other way counts as inactive or inconclusive.

Values run as follows: Cycloheximide cs	HCMV antiviral	AMA1 RON2 block	FBPA Giardia inh	AmpC no deterg	AmpC inh detg	Shiga toxin inh
#1 O=c1c2ccccc2nc(CN2CCOCC2)n1-c1ccccc1F
  -2	29	-9%	-2%	-1%	5%	-6
#2 Cc1ccc(S(=O)(=O)N2CCN(C(=O)Cn3c(=O)cnc4ccccc43)CC2)c(C)c1
  nt	?	8%	nt	24%	nt	nt
#3 CCOC(=O)c1c(NC(N)=O)sc(C)c1C
  0	66	15%	-3%	-9%	1%	3
#4 O=C(O)c1ccc(NS(=O)(=O)c2ccc3c(c2)C2C=CCC2C(c2ccccc2F)N3)cc1 (stereo not given)
  -2	-4	-14%	-21%	-51%	?	-3
#5 c1ccc(-n2ncc3cccnc32)cc1
  13	19	-3%	-3%	-7%	-5%	29
#6 Cc1nnc2ccc(N3CCN(C(=O)c4ccccc4)CC3)nn12
  -1	8	-1%	-5%	-7%	?	-7
#7 Cc1noc(C)c1CSc1nc2ccccc2s1
  18	70	3%	3%	-20%	?	39
#8 O=C(NC1CCCCC1)Nn1c(-c2ccccc2)nc2ccccc2c1=O
  -5	nt	0%	8%	-31%	-2%	-11
#9 CCn1c(SCC(=O)NCCc2ccccc2)nnc1-c1ccco1
  -1	-14	2%	-1%	3%	-9%	0
#10 COc1cc(CC(=O)NC2CCCc3ccccc32)cc(OC)c1OC (stereo not given)
  -2	-29	-11%	-2%	-2%	-5%	-7
#11 CCc1ccccc1N(CC)C(=O)CCc1nc(-c2ccc(C)cc2)no1
  5	-30	1%	-1%	61%[activator]	-9%	15
#12 CN1CCN(C(=O)/C=C/c2ccc(Cl)c(Cl)c2)CC1
  37*	-18	6%	1%	24%	2%	30
#13 CN1CCN(S(=O)(=O)c2ccc(N3CCN(S(=O)(=O)/C=C/c4ccccc4)CC3)nc2)CC1
  -7	67	-17%	0%	59%	?	-18
#14 O=C(Nc1nnc(SCC(=O)N2CCCc3ccccc32)s1)c1cccc2ccccc12
  4	-38	10%	-3%	-13%	1%	-4
#15 CCc1ccccc1Nc1nc(N)nc(CSCC(=O)c2cc(C)n(C)c2C)n1
  -1	24	-15%	-13%	7%	5%	11
#16 c1cnc(NCCNc2ncccn2)nc1
  -2	-26	-6%	0%	-12%	-3%	-3
#17 COc1ccc2c(c1)c(C(O)CN1CCN(Cc3ccc4c(c3)OCO4)CC1)c(C)n2C (stereo not given)
  8	-19	-14%	-26%	161%[activator]	-9%	-9
#18 CCOC(=O)Cc1csc(NC(=O)c2ccc(S(=O)(=O)N3CCOCC3)cc2)n1
  18	11	0%	2%	24%	3%	-17
#19 COC(=O)c1cccc(NC(=O)c2cc3sccc3n2C)c1
  29*	177	-14%	-27%	-40%	7%	109*
#20 COc1ccccc1C(=O)Nc1c[nH]c(=O)[nH]c1=O
  -3	5	12%	3%	-1%	0%	13
#21 CCCCOc1ccc(C(=O)C(CN2CCOCC2)c2ccccc2)cc1 (stereo not given)
  0	-107*	-15%	-11%	159%[activator]	-21%	9
#22 Cc1ccc(NC(=O)CN(c2ccccc2)S(=O)(=O)N(C)C)cc1C
  2	-14	-1%	-1%	-15%	-1%	8
#23 CC(OC(=O)CN1C(=O)C2CC=CCC2C1=O)C(=O)Nc1ccc(F)cc1Cl (stereo not given)
  1	-5	13%	nt	7%	2%	22
#24 O=c1onc(-c2c(F)cccc2F)n1-c1ccccc1Cl
  -5	?	-9%	-4%	-10%	-6%	-3
#25 CC(C)(C)C1CCC2(CC1)NC(CO)(CO)CO2 (stereo not given)
  -1	-7	6%	-2%	-14%	-15%	-1
#26 Cn1c(COc2ccc3ccccc3c2)nnc1SCC(=O)OC1CCCCC1
  -3	-11	-6%	-1%	77%[activator]	-4%	-20
#27 O=C(CCNC(=O)c1ccccc1)NCc1ccccc1F
  nt	-18	-3%	nt	-16%	-13%	nt
#28 COc1ccc(-c2noc(CCC(=O)NCCN3CCN(c4ccccc4F)CC3)n2)cc1
  12	-35	-5%	6%	153%[activator]	-2%	-6
#29 COc1cccc(NC(=O)NC2CCN(CC(=O)Nc3ccccc3[N+](=O)[O-])CC2)c1
  6	15	-2%	7%	-4%	-2%	-3
#30 COC(=O)c1nn(-c2cccc(C)c2)c2nnc(Cc3ccc(C)cc3)c(=O)n12
  0	-12	21%	3%	-25%	-14%	-3
#31 CSc1nc(C)cc(C)c1S(=O)(=O)c1ccccc1C
  -6	-38	7%	-17%	-19%	4%	-13
#32 O=C1c2ccccc2C(O)N1Cc1ccc2c(c1)OCO2 (stereo not given)
  -6	-22	0%	0%	-8%	?	-15
#33 COc1cc(NC(=O)C2CCC(CNc3c(N4CCC(C)CC4)c(=O)c3=O)CC2)cc(OC)c1 (stereo not given)
  -8	40&-12	-8%&7%	0%	-28%	?	-12
#34 CC(C)NC(=O)c1ccccc1NC(=O)CCc1ccccc1
  1	5	7%	3%	-14%	-13%	15
#35 CCc1ccc(NC(=O)c2cc(CC(C)C)on2)cc1
  33*	-9	-1%	0%	-13%	-13%	39*
#36 CCC(O)(CC)C(=O)N=Nc1c(O)[nH]c2ccccc12
  3	24	5%	0%	-29%	5%	-17
#37 O=C(NNC(=O)c1sccc1-n1cccc1)c1ccccc1
  -1	-16	31%[activator]	0%	?	1%	10
#38 CC(C)(C)C1C=C(Sc2ccccc2)C(=O)O1 (stereo not given)
  8	-22	14%	10%	-26%	-2%	13
#39 Cn1c(C(F)(F)F)nc2c(=O)oc3ccccc3c21
  1	-13	2%	1%	-5%	?	-7
#40 CCN1C(=O)c2ccccc2S(=O)c2ccc(C(=O)NCc3ccccn3)cc21 (stereo not given)
  5	-25	41%[activator]	4%	-1%	-9%	4
#41 C=C(C)Cn1c(C2CC(=O)N(c3ccccc3F)C2)nc2ccccc21 (stereo not given)
  -2	1	-6%	6%	4%	?	-7
#42 Cc1nc2sc(C(c3ccco3)N3CCN(c4ccccc4F)CC3)c(O)n2n1 (stereo not given)
  -4	?	-5%	-9%	27%	-9%	2
#43 S=C(NCc1ccco1)NCc1ccccc1Cl
  -2	12	2%	2%	45%[activator]	1%	13
#44 COc1ccc(Br)c(C(=O)Nc2cccc(S(=O)(=O)N3CCOCC3)c2)c1
  nt	0	-7%	nt	-17%	?	nt
#45 CCN(CC(=O)Nc1c(F)cccc1F)C(=O)Cc1csc(-c2ccc(OC)c(OC)c2)n1
  nt	-2	21%	nt	22%	-7%	nt
#46 CCOC(=O)C1=C(C)N(c2ccccc2)C(=O)/C1=C\c1cccs1
  -2	-24	-15%	3%	-17%	?	2
#47 O=S(=O)(NCCCc1ccccc1)c1ccc(Cl)cc1
  -1	16	62%[activator]	-7%	-28%	-11%	-4
#48 COc1ccc(C2C([N+](=O)[O-])=C(C)N(C)C(=O)N2C)cc1OC (stereo not given)
  -3	?	-1%	4%	-12%[11.4 µM]	?	-12
#49 CN(C(=O)c1ccno1)c1nnc(-c2cccnc2)s1
  7	7	-11%	-8%	-29%	?	5
#50 CCC(Oc1ccc(F)cc1)C(=O)N1CCCCCCC1 (stereo not given)
  -2	0	32%[activator]	0%	-7%	-12%	-4
#51 Cc1ccc(-c2csc(C3=C(O)CN(NC(=O)c4ccco4)C3=N)n2)cc1
  2	-19	-16%	2%	0%	3%	15
#52 COc1cc2c(cc1NC(=O)c1cncc(Br)c1)oc1ccccc12
  -2	-9	-15%	9%	-1%	4%	-9
#53 Cc1c(C#N)c(NC(=O)CCl)n(Cc2ccc(F)cc2)c1C
  36	-68*	2%	?	-42%	1%	3
#54 COc1ccc(C(=O)CC(=O)C(=O)NCCc2cccc(C)c2)cc1
  8	10	5%	-25%	-30%	2%	9
#55 COc1cccc(C(=O)OCC(=O)NC2CCCc3ccccc32)c1O (stereo not given)
  nt	-17	20%	nt	0%	2%	nt
#56 COc1ccc(C)cc1NC(=O)c1sc2ncn(CC(=O)N3CCCCC3)c(=O)c2c1C
  -3	-19	15%	3%	-2%	-16%	-5
#57 CS(=O)(=O)N(CCc1ccccc1)CC(=O)N1CCN(c2ccccc2F)CC1
  1	-29	3%	4%	83%[activator]	-5%	-12
#58 O=C(Oc1ccccc1N1CCOCC1)c1sccc1Br
  -3	15	2%	-11%	83%[activator]	-7%	-5
#59 COc1cc(NC(=S)NC(=O)c2ccc(F)cc2)ccc1NC(=O)c1ccco1
  -2	21	10%[11.6 µM]	-19%	-23%	-3%	-8
#60 CCN1CCN(c2nc3ccccc3s2)CC1
  33*	122	-9%	-4%	-22%	?	77*

(further entries)
Values run as follows: Cycloheximide cs	HCMV antiviral	AMA1 RON2 block	FBPA Giardia inh	AmpC no deterg	AmpC inh detg	Shiga toxin inh
#61 Cc1nc(Nc2cccc(F)c2)c2oc3ccccc3c2n1
  28*	68	-15%	-14%	-36%	4%	97*
#62 CN(C)S(=O)(=O)c1cccc(NC(=O)C2Cc3ccccc3CN2C(=O)c2ccco2)c1 (stereo not given)
  21*	20	-25%	-7%	-14%	2%	69*
#63 CCOCC(O)CS(=O)Cc1ccccc1 (stereo not given)
  -2	0	-6%	4%	-18%	-3%	-11
#64 O=C(N/N=C/c1c(O)ccc2ccccc12)c1ccc(CO)nc1
  -1	-99*	1%	-5%	0%	-1%	3
#65 COc1cc(C(=O)NC2CCN(CC(=O)NC3CCCCC3C)CC2)cc(OC)c1OC (stereo not given)
  -7	-8	6%	0%	28%	-8%	-7
#66 CCc1nnc(NC(=O)CCS(=O)(=O)c2ccc(C)cc2)s1
  nt	37	2%	nt	-10%	-13%	nt
#67 CN(C)c1ccc(NC(=O)CSc2nc3ccccc3c(=O)n2C2CCCCC2)cc1
  6	?	?	-8%	-21%	-14%	4
#68 O=C(NCCC1=CCCCC1)C1CCN(Cc2cnn(-c3ccccc3)c2-n2cccc2)CC1
  18	76	-3%	5%	157%[activator]	-1%	31
#69 Nc1nncn1C(=O)c1ccc(Cl)cc1Cl
  -3	-19	22%	0%	-1%	6%	-5
#70 Cc1ccc(N=C2NC(=O)/C(=C/C=C/c3ccco3)S2)cc1
  13	84	-16%	-14%	-58%	-2%	27
#71 O=C(Nc1cccnc1)c1ccccc1Cl
  -3	52	24%	-1%	-7%	?	nt
#72 CC12CCC(C(=O)Nc3cccc(Cl)c3Cl)([C@H](Br)C1=O)C2(C)C (stereo not given in full)
  -4	13	5%	5%	-3%	-3%	-13
#73 CN1CCc2c(sc(N)c2C(=O)O)C1
  1	-21	19%	?	-10%	-3%	14
#74 CCN(CC)S(=O)(=O)c1cc(C(=O)OCC(=O)Nc2c(F)cccc2F)ccc1F
  1	6	10%	9%	-15%	-11%	-4

2 compounds from above with just AmpC inh detg and AmpC no deterg:
| No. | smiles | AmpC inh detg | AmpC no deterg |
| --- | --- | --- | --- |
| 69 | Nc1nncn1C(=O)c1ccc(Cl)cc1Cl | 6% | -1% |
| 63 | CCOCC(O)CS(=O)Cc1ccccc1 (stereo not given) | -3% | -18% |
